# PfHsp40 yeast = compounds rescuing yeast from Plasmodium falciparum HSP40 toxicity; growth rescue, % at 12.5 µM; 340,000 compounds, 0.68% hits; S. cerevisiae expressing PfHsp40, growth rescue, ATP luminescence; in the data active means growth rescue above about 28%, passing the limit was not always enough; inconclusive means no clear call, values can overlap the other calls;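 further: yeast W303a lacking pdr1 and pdr3 grown in galactose medium; growth measured after three days at 30 °C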
# TcdB inh = inhibitors of Clostridioides difficile toxin B glycohydrolase | AID 652162 | 350,000 compounds, 0.24% hits | TcdB glycohydrolase enzymatic assay, plate reader | inhibition, % at 9.99 µM | P18177; in the data active means inhibition above about 10%
# CCHFV vOTU inh = blocks the CCHF virus ovarian tumor domain protease; inhibition, % at 11.5 µM; CCHFV vOTU protease, Pep-AMC fluorescence; 370,000 compounds, 0.55% hits; in the data active means inhibition above about 30%; further: 0% = vehicle wells with enzyme and 100% = no enzyme wells
# VHR inh abs = DUSP3 (human) phosphatase inhibition | P51452 | recombinant VHR phosphatase, pNPP absorbance | inhibition, % at 13.3 µM | 290,000 compounds, 0.52% hits | AID 1654; in the data active means inhibition above about 50%; further: some compounds called inactive have numbers as strong as hits
# Target sequence (P51452 whole entry, looked up): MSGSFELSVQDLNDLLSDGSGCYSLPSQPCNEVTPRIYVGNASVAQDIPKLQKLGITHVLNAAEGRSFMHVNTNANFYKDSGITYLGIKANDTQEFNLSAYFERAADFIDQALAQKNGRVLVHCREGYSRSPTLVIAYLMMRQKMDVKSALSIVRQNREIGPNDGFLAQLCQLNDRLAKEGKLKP
# 3CLpro inhibitor = SARS-CoV 3CLpro protease inhibition | P0C6X7 | recombinant SARS-CoV 3CLpro, quenched FRET peptide cleavage | inhibition, % at 6 µM | 290,000 compounds, 0.14% hits; in the data active means inhibition above about 12%
# BoNT-A LC inh2 = blocks Botulinum neurotoxin A light chain protease; inhibition, % at 10 µM; 360,000 compounds, 0.17% hits; multiplex microsphere protease substrate cleavage, flow cytometry; AID 588499; further: plate controls were buffer without enzyme for full effect and enzyme alone for no effect
# Vc quorum ag = inducers of Vibrio cholerae quorum light production without autoinducers; V. cholerae BH1578 lux reporter, luminescence, 6 h; activation, % at 18.7 µM; 350,000 compounds, 0.16% hits; in the data active means activation mostly above about 9.7%, no sharp cut-off; inconclusive means no clear call, values can overlap the other calls; inactive means mostly below about 3.7%; further: not every result past the cut was called active; inactives centre near 0; reference of the scale not given here
# Y pestis TopoI = blocks Yersinia pestis topoisomerase I activity; Y. pestis Topo-I cleavage product accumulation, plate reader; activity, % at 10 µM; 360,000 compounds, 0.064% hits; in the data active means activity above about 50%, passing the limit was not always enough; inconclusive means no clear call, values can overlap the other calls; further: inactives centre near 2
# Anthrax LF prot = blocks Bacillus anthracis lethal factor protease | P15917 | multiplex microsphere protease cleavage assay, LF | inhibition, % at 10 µM | 360,000 compounds, 0.12% hits | AID 588501; further: plate controls were buffer without enzyme for full effect and enzyme alone for no effect
# SSB-PriA inh = K. pneumoniae PriA-SSBct interaction inhibition. AID 1272365. inhibition, % at 33 µM. 430,000 compounds, 0.6% hits. AlphaScreen SSBct-PriA binding, biotinylated peptide; in the data active means inhibition mostly above about 37%, no sharp cut-off; inactive means mostly below about 20%;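 further: plate controls were negative control peptide for no effect and reference peptide for full effect; strong numbers were not always called active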
# Active calls of the source: *; i = inactive; u = inconclusive; x = not tested or not shown. Unless noted, no stated cut-off is given here; in the data, active means inhibition above about 30%; inconclusive means no clear call, values can overlap the other calls; inactive means below that. This is a subset. The share of hits here may be higher or lower than overall.
SMILES,PfHsp40 yeast,TcdB inh,CCHFV vOTU inh,VHR inh abs,3CLpro inhibitor,BoNT-A LC inh2,Vc quorum ag,Y pestis TopoI,Anthrax LF prot,SSB-PriA inh
COC(=O)Cn1c(=O)c2c(n(Cc3ccccc3)c1=O)N/C(=C/c1ccc(Br)cc1)C2=O,-1.0,0.9,-7.7,-3.9,0.2,0.4,-0.3,0.3,1.1,-3.2
Cc1ccc(C)c(NC2=CC(=O)CC(C)(C)C2)c1C#N,-0.7,x,2.5,11.7,3.5,0.1,i,-1.8,2.7,-10.2
CCOC(=O)CN1C(=O)C(Sc2n[nH]c(-c3ccccc3)n2)CCc2ccccc21 (stereo not drawn),-0.7,x,-15.5,-6.0,6.4,-1.5,-0.4,11.3,-2.7,4.3
Cc1ccc(S(=O)(=O)NC2CCCCC2)cc1,0.9,0.0,1.7,x,x,0.0,-0.3,2.2,6.3,1.7
COc1ccc(Cn2c(=O)oc3ccc(C)cc32)cc1OC,-0.6,x,3.3,-0.1,-5.0,0.5,i,-6.5,-0.6,-9.3
Cc1ccc(NC(=O)Cn2c(=O)n(Cc3ccco3)c(=N)c3c4c(sc32)COC(C)(C)C4)cc1,-0.7,x,3.7,-4.6,-1.4,-0.3,-0.9,14.7,-11.4,-1.6
COC(=O)[C@@]12CCCCN1[C@H](c1ccc(SC3CCCCC3)cc1)[C@H]1C(=O)N(C)C(=O)[C@H]12,2.1,1.0,11.8,x,x,0.4,i,34.4,-6.5,-8.2
O=[N+]([O-])c1ccc(CNc2cccc(F)c2)s1,0.3,-0.1,14.9,5.2,-2.3,-7.4,-0.4,-0.2,-12.7,-1.9
O=C(NCc1ccco1)c1nc2nc(-c3cccs3)cc(C(F)(F)F)n2n1,-1.2,x,-180.6,11.7,-0.9,0.0,2.9,2.1,-0.6,5.2
Cc1c(NC(=O)Nc2ccc([N+](=O)[O-])cc2)c(=O)n(-c2ccccc2)n1C,-1.2,1.4,2.1,22.2,-0.6,3.6,i,-10.2,4.1,-16.1
O=C(CN1C(=O)S/C(=C/c2cccs2)C1=O)N1CCCC1,-1.5,0.5,19.9,x,x,x,i,5.8,x,-2.9
Cc1ccc(C)c(S(=O)(=O)N2CCCC2CNC(=O)C(=O)NCc2ccccn2)c1 (stereo not drawn),2.4,-1.4,3.8,x,x,0.5,-0.7,7.1,-4.2,-7.5
CCCN(CC(=O)Nc1ccc(OC)c(OC)c1)CC(=O)Nc1ccc(F)c(F)c1F,0.0,-0.5,-4.9,9.0,-0.1,0.0,0.3,1.3,-3.9,2.7
Cc1ccc(N=C2NC(=O)/C(=C/c3cccn3C)S2)cc1,0.6,1.6,4.0,17.0,-0.2,-2.3,-0.9,17.8,-11.2,-8.0
COc1cccc(Oc2nc(N)ncc2[N+](=O)[O-])c1,-0.1,0.7,2.9,-2.9,2.0,-0.7,-0.2,9.5,-10.0,-9.2
COc1ccc(-c2oc3c(c2C(=O)OCCCO)C(OCCCCCO)CCC3)cc1 (stereo not drawn),x,-0.4,-10.2,x,x,-0.3,x,x,-10.0,x
CN1C(=O)CC(N2CCN(c3ccc(Cl)c(Cl)c3)CC2)C1=O (stereo not drawn),1.1,x,-3.6,-9.5,-1.5,-0.1,14.3,2.9,-0.5,-0.9
COc1ccc(NC(=O)Nc2ccc(Cc3ccncc3)cc2)cc1OC,-0.6,x,15.0,3.6,2.2,0.0,x,4.7,-3.8,-23.1
CC(=O)Nc1ccc(NC(=O)COc2ncnc3ccccc23)cc1,0.1,0.4,-0.1,18.1,0.0,-0.4,i,-0.2,-5.9,-10.0
Nc1c(Cl)cc(NC(=O)c2ccccc2C(=O)O)cc1Br,-0.6,x,3.2,-4.8,5.3,1.3,i,3.2,0.7,3.0
Cc1cc(NC(=O)CS(=O)(=O)c2cn(Cc3cccc(C(F)(F)F)c3)c3ccccc23)no1,x,-1.7,17.0,x,x,-0.3,-0.7,34.6,-12.1,x
O=C(NC(Cc1c[nH]c2ccccc12)C(=O)O)/C(=C/c1ccc2c(c1)OCO2)NC(=O)c1ccccc1 (stereo not drawn),0.9,-1.7,11.2,3.6,3.2,0.8,-0.2,-1.8,0.0,-4.3
CCOC(=O)COc1c(Cl)cc(C2NC(=S)NC(c3ccccc3)=C2C(C)=O)cc1OC (stereo not drawn),-0.3,x,9.7,-7.2,0.2,0.1,-0.2,-0.4,-0.1,-8.0
CCCNC(=O)C(Cc1ccccc1)NC(=O)Cc1ccccc1 (stereo not drawn),-0.1,-0.3,-7.3,x,x,0.6,i,-4.1,0.7,0.6
Fc1ccccc1OCCCCSc1ncccn1,0.4,x,0.9,16.7,-0.6,-0.2,i,3.9,-4.1,-66.2
# Remaining list, next part
SMILES,PfHsp40 yeast,TcdB inh,CCHFV vOTU inh,VHR inh abs,3CLpro inhibitor,BoNT-A LC inh2,Vc quorum ag,Y pestis TopoI,Anthrax LF prot,SSB-PriA inh
CC(=O)c1ccc(C#CC(C)(C)O)s1,0.1,x,8.8,6.2,-5.8,0.3,-2.2,-1.8,-0.1,-12.1
C/C(=N\O)C(C)(C)Nc1ccc(F)cc1,-0.6,1.8,-5.3,-11.7,5.5,-4.5,i,-8.0,-22.1,x
CN(C)/C(Cn1cncn1)=C1/N=C(c2ccccc2)OC1=O,0.2,0.5,-2.0,3.1,3.2,-0.7,i,-1.9,-1.4,-11.2
COc1ccc2cc(C(c3nnnn3C(C)(C)C)N3CCSCC3)c(=O)[nH]c2c1 (stereo not drawn),-0.1,x,-8.9,16.1,1.2,1.3,-0.5,6.3,-3.6,-0.4
CC1CCCN(Cc2csc(N)n2)C1 (stereo not drawn),-0.7,0.4,2.7,14.5,5.8,0.3,-4.5,0.5,-0.6,-8.9
CCOC(=O)[C@]12Cc3cc(OC)ccc3[C@H]1N(CCC(=O)OC)C(=O)c1cc(OC)ccc12,x,0.6,-3.3,x,x,-0.6,x,x,-6.5,x
COc1ccc(C2C(C#N)=C(C)NC(C)=C2C(=O)OC(C)C)c(OC)c1 (stereo not drawn),0.1,0.0,-8.7,23.4,1.4,-0.8,-0.3,-2.8,-8.3,-21.2
CCn1ncc(C(=O)Nc2ccccc2C)c1C,0.4,x,0.1,-1.5,-0.4,0.5,0.1,-0.7,-1.1,-2.8
COCCN=C1Sc2nc3ccc(C)cc3cc2CN1Cc1cccs1,1.0,-4.9,3.3,9.1,1.5,3.1,-0.2,-8.9,1.7,-2.6
COC(=O)[C@]12CCCCC=C1N(Cc1cccc3ccccc13)C(=O)[C@H](CC(=O)N1CCCCC1)C2,x,0.3,2.5,x,x,0.1,x,x,-2.0,x
COc1ccc(S(=O)(=O)N(C)CC(=O)Nc2ccccc2SC)cc1Cl,0.4,x,5.4,-19.2,-1.9,0.6,i,-5.8,-1.5,-1.3
Cc1ccc(NC(=O)CCN2CCOCC2)cc1C,1.0,0.2,-4.5,30.3,2.2,3.5,-0.3,4.0,5.4,-11.5
CCOP(=O)(OCC)C(Nc1ccc(C(=O)O)cc1)c1ccccc1 (stereo not drawn),-0.2,0.7,-3.3,-0.7,-1.6,0.3,0.3,-9.1,7.0,-2.6
O=C(COc1ccc(Nc2ccccc2)cc1)OCC(=O)N1CCCCC1,0.5,8.8,-8.0,2.6,3.1,-0.3,-0.2,14.9,-4.7,10.3
O=C(CCc1ccccc1)NCCc1cccs1,0.8,-2.2,-19.9,8.6,1.7,0.0,i,0.7,0.3,-5.8
Cc1ccc(-c2cc(C(=O)NCc3ccc4c(c3)OCO4)no2)cc1,-1.1,x,-5.0,-12.4,0.1,1.8,-1.5,-3.1,3.5,-6.3
C[C@@H]1[C@H](O)C[C@@]23COC(=O)C2=CCCC3[C@@]1(C)CCC1COC(=O)C1 (stereo partly drawn),0.6,1.8,-8.5,x,x,-0.8,-0.2,-4.5,-1.6,2.7
CNC(=O)CN(c1ccc(OC)cc1)S(=O)(=O)c1ccc(F)cc1,-1.9,x,-1.9,-0.2,-3.4,0.2,3.1,-13.8,-2.9,-10.2
COc1ccc(NC(=O)C2CCCN(CCCc3ccccc3)C2)cc1OCC(C)C (stereo not drawn),-0.4,-0.5,14.9,30.0,2.7,-0.8,-0.6,20.4,-0.2,7.4
C/C(=N/Nc1ccnc2cc(Cl)ccc12)c1ccc(O)cc1,1.0,1.5,18.1,x,x,-0.1,i,-33.6,-8.1,x
Cc1ccccc1CSCC1Nc2ccc(C(=O)NCCc3ccccc3)cc2NC1=O (stereo not drawn),x,0.0,-5.2,x,x,18.1,i,7.0,-25.5,x
C=CCn1c(C)cc(C(=O)CSc2nc3ccccc3o2)c1C,3.0,x,-5.2,6.0,-7.7,-1.2,3.2,18.8,-6.3,7.9
CC(C)c1ccc(/C=C2\Oc3c(ccc(O)c3CN3CCN(C)CC3)C2=O)cc1,-1.0,0.6,-3.1,11.9,3.8,2.3,i,2.3,1.2,-21.0
O=C(NNC(=O)c1ccccc1-n1cccc1)c1ccc(Cl)cc1Cl,1.6,x,13.2,26.1,2.0,-0.3,-1.0,-0.1,-4.4,-3.1
O=C(NCCN1CCOCC1)c1ccc(Cl)c(S(=O)(=O)N2CCOCC2)c1,0.3,-2.0,-2.6,-0.2,-7.7,-1.0,i,-0.3,-0.8,-3.5
CC1(C(=O)NCc2cccc3ccccc23)CCN1C(=O)Cc1ccc(-c2ccccc2)cc1 (stereo not drawn),x,0.7,1.9,x,x,-0.2,i,-3.1,-1.0,x
CCc1ccccc1NCC(=O)Nc1ccc(Cl)c(C(F)(F)F)c1,u,-1.8,25.3,4.7,1.4,0.2,4.8,-9.8,-5.2,-15.0
CC1CCCCC1NC(=S)Nc1ccc(Cl)cc1Cl (stereo not drawn),-0.5,-0.4,13.6,40.4,2.5,-0.3,i,-4.6,0.1,-7.6
